IDH1 mut inh = inhibitors of IDH1 R132H reductase, primary screen, biochemical, plate reader, single point; hit rate 0.18% among 70,000; inhibition, % at 10 µM; diaphorase/resazurin fluorescence, 60 min; Isocitrate dehydrogenase [NADP] cytoplasmic (Homo sapiens), O75874; in the data active = inhibition above about 34%;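 also: 0% = DMSO and 100% = no enzyme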
PRC2 inh = EZH2/PRC2 methyltransferase inhibitors, primary screen, biochemical, DELFIA time-resolved fluorescence, single point; Histone-lysine N-methyltransferase EZH2 (Homo sapiens), Q15910; PRC2 H3K27 methylation, DELFIA TRF, 1 h; inhibition, % at 12.5 µM; hit rate 0.35% among 57,000; AID 651548, 2012;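 active = mean inhibition of replicates at least 50% and every single replicate also reaching 50%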;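 also: dimethyl H3K27 on biotinylated H3 21-44 peptide detected by antibody; plate controls were median neutral control wells for no effect and median positive control wells for full effect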
Target sequence (Q15910 whole entry, looked up): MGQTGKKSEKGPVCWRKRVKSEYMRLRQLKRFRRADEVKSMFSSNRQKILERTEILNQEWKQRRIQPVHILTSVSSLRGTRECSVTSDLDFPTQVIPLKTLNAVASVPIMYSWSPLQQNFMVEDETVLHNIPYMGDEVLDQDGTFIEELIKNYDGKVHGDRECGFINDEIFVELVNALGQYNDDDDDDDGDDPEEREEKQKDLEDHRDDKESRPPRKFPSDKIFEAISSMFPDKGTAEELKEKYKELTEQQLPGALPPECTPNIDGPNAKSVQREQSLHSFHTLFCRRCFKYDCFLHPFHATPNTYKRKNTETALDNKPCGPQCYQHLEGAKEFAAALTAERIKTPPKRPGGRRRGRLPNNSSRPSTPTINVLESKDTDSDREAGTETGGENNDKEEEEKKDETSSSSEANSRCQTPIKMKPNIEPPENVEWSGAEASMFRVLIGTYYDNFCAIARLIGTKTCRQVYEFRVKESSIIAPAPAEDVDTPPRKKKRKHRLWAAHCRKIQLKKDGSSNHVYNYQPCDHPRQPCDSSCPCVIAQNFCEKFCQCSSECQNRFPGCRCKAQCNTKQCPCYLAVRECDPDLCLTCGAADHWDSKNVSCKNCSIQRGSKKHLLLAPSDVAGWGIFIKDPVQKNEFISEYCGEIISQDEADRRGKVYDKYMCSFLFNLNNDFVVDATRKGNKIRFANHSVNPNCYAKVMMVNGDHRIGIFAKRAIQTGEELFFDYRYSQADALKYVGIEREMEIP
* = called active by the depositor; . = not tested or not shown; & = joins results of further samples.

SMILES | IDH1 mut inh | PRC2 inh
CNC[C@H]1Oc2cc(-c3cccnc3)ccc2S(=O)(=O)N([C@@H](C)CO)C[C@@H]1C | 0.8 | -17
CC(C)NC(=O)N[C@H]1C=C[C@H](CC(=O)NCCN2CCCC2)O[C@@H]1CO | -0.5 | 5
C[C@H](CO)N1C[C@H](C)[C@@H](CN(C)C(=O)CCC(F)(F)F)OCCCC[C@H](C)Oc2ccc(NC(=O)CCCN(C)C)cc2C1=O | 0.6 | .
CCCN(C)C[C@H]1Oc2ncc(C#CCC(C)C)cc2C(=O)N([C@@H](C)CO)C[C@H]1C | -3.2 | -29
Cc1ccc(S(=O)(=O)N(C)C[C@H]2Oc3ccc(NC(=O)NC4CCCCC4)cc3CC(=O)N([C@H](C)CO)C[C@@H]2C)cc1 | -11 | -30
C[C@@H]1CN([C@H](C)CO)C(=O)c2cc(C#CC3(O)CCCC3)cnc2O[C@H]1CN(C)C(=O)C1CCC1 | 0.7 | 3
C[C@@H]1CN([C@H](C)CO)C(=O)Cc2cc(NS(=O)(=O)c3ccccc3)ccc2O[C@@H]1CN(C)S(=O)(=O)c1cccs1 | -1.8 | .
C=C1C[C@]23C[C@@]1(O)CC[C@H]2[C@@]12C=C[C@H](O)[C@@](C)(C(=O)O1)[C@H]2[C@@H]3C(=O)O | 0.7&1.2 | -1
COC(=O)C[C@H]1CC[C@@H](NC(=O)Nc2ccc(C(F)(F)F)cc2)[C@@H](CO)O1 | 0.0 | 10
Cc1noc(C)c1S(=O)(=O)N(C)C[C@@H]1Oc2c(NS(=O)(=O)c3ccccc3)cccc2C(=O)N([C@H](C)CO)C[C@@H]1C | -0.8 | .
CCCN1C[C@@H](C)[C@H](OC)CN(C)C(=O)c2ccc(NC(=O)CC)cc2OC[C@@H]1C | -0.2 | 9
C[C@H](CO)N1C[C@H](C)[C@H](CN(C)S(C)(=O)=O)Oc2ccc(NC(=O)Cc3ccccc3)cc2CC1=O | . | 0
C[C@@H]1CN([C@@H](C)CO)C(=O)c2cc(NS(=O)(=O)c3ccccc3)ccc2O[C@@H]1CN(C)C(=O)NC1CCCCC1 | -0.1 | 8
C[C@@H]1CN([C@H](C)CO)C(=O)c2cc(NC(=O)Nc3cccc4ccccc34)ccc2O[C@@H](C)CCCCO[C@H]1CN(C)S(C)(=O)=O | -17 | .
O=C(C[C@@H]1CC[C@@H](NC(=O)Nc2ccc(F)cc2)[C@H](CO)O1)NCCN1CCCC1 | 0.4 | -17
CO[C@H]1CN(C)C(=O)c2cc(NS(=O)(=O)c3ccc(C)cc3)ccc2OC[C@@H](C)N(Cc2nccs2)C[C@@H]1C | -0.2 | 4
C[C@H]1CN([C@@H](C)CO)C(=O)Cc2cc(NC(=O)CCN3CCOCC3)ccc2O[C@H]1CN(C)Cc1ccc(C(=O)O)cc1 | 0.2 | .
COc1cccc(S(=O)(=O)Nc2ccc3c(c2)[C@H]2C[C@@H](CC(=O)NCc4cccc(F)c4)O[C@@H](CO)[C@H]2O3)c1 | -0.1 | -22
O=C(C[C@@H]1C[C@@H]2c3cc(NC(=O)Nc4ccccc4F)ccc3O[C@@H]2[C@H](CO)O1)NCC(F)(F)F | 0.1 | -1
COc1ccccc1-n1c(SC(C)C(=O)N2CCCCC2)nc2ccc(I)cc2c1=O (stereo not drawn) | 0.4 | -5
C[C@@H]1CCCCO[C@@H](CN(C)S(=O)(=O)c2cn(C)cn2)[C@@H](C)CN([C@H](C)CO)C(=O)c2cc(NS(=O)(=O)c3ccccc3)ccc2O1 | -2.0 | .
CCC(=O)N1C[C@H](C)[C@@H](OC)CN(C)C(=O)c2cc(NS(C)(=O)=O)ccc2OC[C@@H]1C | 0.3 | 3
C[C@@H]1CN([C@H](C)CO)C(=O)Cc2cc(NC(=O)CCC(F)(F)F)ccc2O[C@@H]1CN(C)C(=O)Nc1ccc(F)cc1 | . | 9
CO[C@@H]1CN(C)C(=O)c2cc(NS(C)(=O)=O)ccc2OC[C@@H](C)N(C(=O)NC(C)C)C[C@@H]1C | . | -1
C[C@H](CO)N1C[C@H](C)[C@H](CN(C)S(=O)(=O)c2cn(C)cn2)Oc2c(NC(=O)Nc3ccc(F)cc3)cccc2C1=O | -3.1 | .
(continued)
SMILES | IDH1 mut inh | PRC2 inh
CO[C@H]1CN(C)C(=O)c2ccc(NC(=O)C3CC3)cc2OC[C@@H](C)N(Cc2nccs2)C[C@H]1C | 0.2 | 8
CCCC#Cc1cnc2c(c1)C(=O)N([C@H](C)CO)C[C@@H](C)[C@@H](CN(C)C(=O)Nc1ccccc1OC)O2 | 0.3 | -7
COCC#Cc1cnc2c(c1)C(=O)N([C@H](C)CO)C[C@@H](C)[C@@H](CN(C)C(=O)Nc1cccc(F)c1)O2 | -3.5 | 2
C[C@@H]1CN([C@H](C)CO)C(=O)c2cc(C#C[C@@H](C)O)cnc2O[C@H]1CN(C)C(=O)CC1CC1 | 2.0 | -9
COc1ccc(S(=O)(=O)Nc2ccc3c(c2)CC(=O)N([C@@H](C)CO)C[C@H](C)[C@@H](CN(C)S(C)(=O)=O)O3)cc1 | -10 | .
CC(=O)Nc1ccc(NC(=O)CC2C(=O)Nc3ccccc3N2C(C)=O)cc1 (stereo not drawn) | 2.9 | 10
O=C(Nc1ccc(F)cc1)N[C@H]1CC[C@H](CC(=O)N2CCOCC2)O[C@@H]1CO | 0.2 | -1
C[C@@H]1CN([C@@H](C)CO)C(=O)c2cc(NS(=O)(=O)c3cccs3)ccc2O[C@@H](C)CCCCO[C@@H]1CN(C)Cc1ccc(C(F)(F)F)cc1 | 0.7 | .
O=C(Nc1ccc2c(c1)OCO2)N[C@@H]1CC[C@H](CCNC(=O)C2CCCCC2)O[C@@H]1CO | 0.4 | 6
COc1cccc(NC(=O)CSc2nnc(-c3ccc(Cl)cc3)n2-c2ccc(F)cc2)c1 | 0.5 | 26
O=C(Nc1ccc(F)cc1)N[C@@H]1CC[C@H](CC(=O)N2CCCCC2)O[C@@H]1CO | 0.3 | -3
O=C(N[C@H]1C=C[C@@H](CC(=O)N2CCN(c3ccccc3)CC2)O[C@H]1CO)c1ccccc1 | -0.4 | 0
O=C(NCC[C@@H]1CC[C@@H](NC(=O)Nc2cc(F)ccc2F)[C@H](CO)O1)Nc1ccc(F)cc1 | 0.1 | 3
Cc1ccc(Nc2nc(Oc3ccc(=O)[nH]n3)nc(N3CCOCC3)n2)cc1 | -0.2 | 1
C=C1CC/C=C(/COC(C)=O)C(=O)C[C@@H]2[C@@H]1CC2(C)C | 1.2 | -3
C[C@@H]1CN([C@H](C)CO)C(=O)c2cccc(NC(=O)c3cnccn3)c2O[C@H]1CN(C)Cc1ccc(C(=O)O)cc1 | 2.9 | .
COc1ccc(C)cc1S(=O)(=O)N1CCC(C(=O)Nc2ccccc2Sc2ccccc2)CC1 | 0.5 | 18
C[C@H]1CN([C@@H](C)CO)C(=O)Cc2cc(NC(=O)CCCCCC(=O)Nc3ccccc3N)ccc2O[C@H]1CN(C)C(=O)Nc1ccc(F)cc1 | -0.1 | -13
C[C@@H]1CN([C@@H](C)CO)C(=O)Cc2cc(NC(=O)Cc3ccccc3)ccc2O[C@H]1CN(C)S(=O)(=O)c1cccs1 | -0.2 | .
COc1ccc2[nH]c(=O)c(CN(C)S(=O)(=O)c3ccc(C)cc3)cc2c1 | 0.1 | -3
COc1ccc(O)c(/C=N/NC(=O)CCCCC(=O)NO)c1 | . | -2
C[C@H]1CN([C@@H](C)CO)C(=O)Cc2cc(NC(=O)C3CCCCC3)ccc2O[C@@H]1CN(C)S(C)(=O)=O | 2.6 | -1
C[C@H](NC(=O)C[C@@H]1CC[C@H](NC(=O)Nc2ccc3c(c2)OCO3)[C@@H](CO)O1)c1ccccc1 | 0.0 | 2
C[C@@H]1CN([C@@H](C)CO)S(=O)(=O)c2ccc(C3=CCCC3)cc2O[C@H]1CN(C)S(C)(=O)=O | -2.8 | -4
C[C@@H]1CN([C@@H](C)CO)C(=O)c2cc(C#CCC3CCCC3)cnc2O[C@H]1CN(C)CC1CCOCC1 | 2.6 | -6
Next results:
SMILES | IDH1 mut inh | PRC2 inh
Cc1noc(C)c1S(=O)(=O)Nc1ccc2c(c1)C(=O)N([C@@H](C)CO)C[C@H](C)[C@H](CN(C)Cc1ccncc1)OCCCC[C@@H](C)O2 | 14 | .
COc1ccc(NC(=O)N(C)C[C@@H]2OCCCC[C@@H](C)Oc3ccc(NC(=O)Cc4ccccc4)cc3C(=O)N([C@@H](C)CO)C[C@H]2C)cc1 | 1.1 | .
CCCNC(=O)C[C@H]1C[C@@H]2c3cc(NC(=O)COC)ccc3O[C@@H]2[C@H](CO)O1 | -0.8 | 1
O=C(C[C@H]1C[C@@H]2c3cc(NC(=O)Nc4ccccc4F)ccc3O[C@@H]2[C@@H](CO)O1)NC1CCCC1 | 0.8 | 18
O=C(N[C@@H]1C=C[C@@H](CC(=O)N2CCCCC2)O[C@H]1CO)c1ccccn1 | 0.2 | 5
CC(C)NC(=O)NCC[C@H]1CC[C@@H](NC(=O)c2ccc(F)cc2)[C@@H](CO)O1 | -0.2 | -3
C[C@@H](O)C#Cc1ccc2c(c1)O[C@@H](CN(C)Cc1ccc(-c3ccccc3)cc1)[C@@H](C)CN([C@@H](C)CO)S2(=O)=O | . | 15
COC(=O)CCCCCCC(=O)N/N=C/c1ccc(Br)cc1 | -0.2 | 12
COCC(=O)Nc1ccc2c(c1)[C@@H]1C[C@H](CC(=O)NCc3ccccc3OC)O[C@@H](CO)[C@@H]1O2 | -0.9 | 1
C[C@H]1CN([C@@H](C)CO)C(=O)c2cccc(NC(=O)NC3CCCCC3)c2O[C@@H]1CN(C)Cc1ccc(C(=O)O)cc1 | 1.9 | -4
C[C@@H]1CCCCO[C@@H](CN(C)Cc2ccc(C(=O)Nc3ccccc3N)cc2)[C@@H](C)CN([C@H](C)CO)C(=O)c2cc(NC(=O)Nc3ccccc3)ccc2O1 | 16 | -16
C[C@@H]1CN([C@@H](C)CO)C(=O)Cc2cc(NC(=O)CCN3CCOCC3)ccc2O[C@H]1CN(C)S(=O)(=O)c1ccccc1 | 0.0 | .
CCCC(=O)Nc1ccc2c(c1)C(=O)N(C)C[C@H](OC)[C@@H](C)CN(C(=O)C1CCCC1)[C@H](C)CO2 | 0.4 | 2
Cc1cc(C)c(S(=O)(=O)N(CC(=O)O)Cc2ccc(Cl)cc2)c(C)c1 | 0.0 | 17
CO[C@H]1CN(C)C(=O)c2cc(NS(=O)(=O)c3ccccc3)ccc2OC[C@H](C)N(C)C[C@@H]1C | 0.3 | -3
CC(NS(=O)(=O)c1ccc(F)cc1)C(=O)Nc1ccccc1F (stereo not drawn) | -0.3 | -12
Cc1cc(OCC(=O)Nc2cccnc2)ccc1[N+](=O)[O-] | 0.0 | 7
CCCNC(=O)N[C@@H]1C=C[C@H](CC(=O)NC2CCC2)O[C@H]1CO | 0.1 | -2
C[C@H](O)C#Cc1ccc2c(c1)O[C@H](CN(C)C(=O)Cc1ccccn1)[C@@H](C)CN([C@@H](C)CO)S2(=O)=O | 2.2 | 11
CCCN(C)C[C@H]1Oc2cc(C#Cc3ccc(OC)cc3)ccc2S(=O)(=O)N([C@@H](C)CO)C[C@H]1C | -1.1 | -10
C[C@@H]1CCCCO[C@H](CN(C)Cc2ccc3c(c2)OCO3)[C@@H](C)CN([C@H](C)CO)C(=O)c2cc(N(C)C)ccc2O1 | 2.6 | 10
CO[C@@H]1CN(C)C(=O)c2cc(NC(=O)C3CCOCC3)ccc2OC[C@H](C)N(Cc2nccs2)C[C@@H]1C | 0.0 | -3
COc1ccc(-c2cnc3c(c2)C(=O)N([C@H](C)CO)C[C@@H](C)[C@@H](CN(C)C(=O)C2CCCCC2)O3)cc1 | . | 4
COc1cccc(S(=O)(=O)N(C)C[C@H]2Oc3ncc(-c4cccc(C(=O)N(C)C)c4)cc3C(=O)N([C@@H](C)CO)C[C@@H]2C)c1 | . | -3

10 successive entries from above:
SMILES | IDH1 mut inh | PRC2 inh
CO[C@H]1CN(C)C(=O)c2cc(NS(=O)(=O)c3ccccc3)ccc2OC[C@H](C)N(C)C[C@@H]1C | 0.3 | -3
CC(NS(=O)(=O)c1ccc(F)cc1)C(=O)Nc1ccccc1F (stereo not drawn) | -0.3 | -12
Cc1cc(OCC(=O)Nc2cccnc2)ccc1[N+](=O)[O-] | 0.0 | 7
CCCNC(=O)N[C@@H]1C=C[C@H](CC(=O)NC2CCC2)O[C@H]1CO | 0.1 | -2
C[C@H](O)C#Cc1ccc2c(c1)O[C@H](CN(C)C(=O)Cc1ccccn1)[C@@H](C)CN([C@@H](C)CO)S2(=O)=O | 2.2 | 11
CCCN(C)C[C@H]1Oc2cc(C#Cc3ccc(OC)cc3)ccc2S(=O)(=O)N([C@@H](C)CO)C[C@H]1C | -1.1 | -10
C[C@@H]1CCCCO[C@H](CN(C)Cc2ccc3c(c2)OCO3)[C@@H](C)CN([C@H](C)CO)C(=O)c2cc(N(C)C)ccc2O1 | 2.6 | 10
CO[C@@H]1CN(C)C(=O)c2cc(NC(=O)C3CCOCC3)ccc2OC[C@H](C)N(Cc2nccs2)C[C@@H]1C | 0.0 | -3
COc1ccc(-c2cnc3c(c2)C(=O)N([C@H](C)CO)C[C@@H](C)[C@@H](CN(C)C(=O)C2CCCCC2)O3)cc1 | . | 4
COc1cccc(S(=O)(=O)N(C)C[C@H]2Oc3ncc(-c4cccc(C(=O)N(C)C)c4)cc3C(=O)N([C@@H](C)CO)C[C@@H]2C)c1 | . | -3

Source: PubChem

This is a subset, so the mix of outcomes need not match the whole.
